# High-throughput results as filed in PubChem BioAssay.
# CBFb RUNX1 block: CBF-beta/RUNX1 interaction disruption. Q01196+Q13951. AlphaScreen CBFb-His/RUNX1-biotin binding, biochemical. Potency, µM (doses to about 59.8 µM), for the others: at the highest dose activity, negative = inhibition, hits mostly inhibitors. 230,000 tested, under 10 active. AID 1477; note: % of control where 0% means no effect
# Target sequence (Q01196 whole entry, looked up): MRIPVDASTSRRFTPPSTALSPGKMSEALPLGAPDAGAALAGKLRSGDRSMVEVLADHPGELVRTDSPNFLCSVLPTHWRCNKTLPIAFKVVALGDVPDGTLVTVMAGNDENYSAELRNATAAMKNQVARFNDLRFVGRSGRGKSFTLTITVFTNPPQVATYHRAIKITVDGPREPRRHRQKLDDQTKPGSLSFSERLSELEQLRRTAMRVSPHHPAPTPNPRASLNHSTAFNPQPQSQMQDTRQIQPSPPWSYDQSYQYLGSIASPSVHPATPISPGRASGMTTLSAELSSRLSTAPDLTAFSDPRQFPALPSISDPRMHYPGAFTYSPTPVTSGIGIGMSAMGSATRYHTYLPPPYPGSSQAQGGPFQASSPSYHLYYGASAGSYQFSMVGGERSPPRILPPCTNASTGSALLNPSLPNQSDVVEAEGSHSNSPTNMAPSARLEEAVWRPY
# Target sequence (Q13951 whole entry, looked up): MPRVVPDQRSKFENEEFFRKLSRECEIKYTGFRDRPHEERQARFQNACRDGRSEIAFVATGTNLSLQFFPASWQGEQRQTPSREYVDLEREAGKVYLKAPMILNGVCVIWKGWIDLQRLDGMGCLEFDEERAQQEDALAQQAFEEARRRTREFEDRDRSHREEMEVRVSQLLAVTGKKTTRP
#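 AlphaScreen binding: CBFb-His and RUNX1-biotin (30 nM each) preincubated 20 min, compound added for 15 min, then nickel and streptavidin beads for 90 min, all at room temperature. Disruption of the interaction by any mechanism counts as activity.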
# LMNA splice mod: modulators of lamin A splicing; HeLa LMNA splicing GFP/RFP minigene ratio, 48 h; Potency, µM (top dose mostly 46.1 µM), for inactives: at the highest dose ratio change, negative = inhibition, hits mostly inhibitors; hit rate 0.01% among 200,000; active = well fitted inhibition curve with a large enough effect in the signal ratio, with a control signal flat, not every such curve was filed as active; inconclusive = small, poorly fitted or top-dose-only effect, or effect the other way, or a change in a side signal; the % refers to the signal ratio; note: potency is the fitted concentration of half-maximal effect; % is set by controls: 0 for no effect and ±100 for the full control effect
#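 S3 HeLa cells stably expressing lamin A-EGFP splicing minigene plus DsRed2, 600 cells/well, 48 h compound exposure at 37C. Laser-scanning cytometry; analysed as GFP (500-530 nm)/RFP (575-640 nm) total intensity ratio; 0.5% DMSO vehicle.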
# KinaseGlo FLuc: counter-screen: inhibitors of Kinase-Glo firefly luciferase; Kinase-Glo luciferase, ATP luminescence, 8 min; Potency, µM (top dose mostly 38.3 µM), inactives show at the highest dose activity change, negative = inhibition, hits mostly inhibitors; hit rate 0.28% among 200,000; note: potency is the fitted concentration of half-maximal effect; % is set by controls: 0 for no effect and ±100 for the full control effect; nearly all actives have a fitted effect of over 60% in size
#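 Kinase-Glo luciferase light output from ATP and luciferin was measured with 10 uM ATP, within the enzyme's linear range. Buffer: 50 mM imidazole pH 7.2, 50 mM KCl, 7 mM MgCl2, 0.01% Tween 20, 0.05% BSA; luminescence read after 8 min at ambient temperature.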
# IMPase Li cell: IMPase inhibition in cells with lithium potentiation; hit rate 0.35% among 210,000; AID 1457; CHO-M1 cells, IP1 TR-FRET (IP-One), carbachol + lithium; Potency, µM (highest dose often 59.4 µM), inactives show at the highest dose activity, negative = IMPase inhibition, most hits filed as inhibitors;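 note: IP1 builds up when IMPase is blocked and the TR-FRET signal falls; potency is the fitted concentration of half-maximal effect; plate controls were basal vehicle for no effect and high inhibitor control for full effect; nearly all actives have a fitted effect of over 50% in size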
#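 CHO cells stably expressing M1 receptor (2000/well) were cultured 16–30 h, then exposed to compounds with a small lithium addition for 30 min at 37C. IP1 was measured by TR-FRET competition; AC50 from Hill fits.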
# HTT aggregate: inhibitors of mutant huntingtin aggregate formation in PC12 cells; PC12 HttQ103-GFP aggregates, Acumen cytometry, 40 h; hit rate 1.1% among 220,000; Potency, µM (titrated, usually from 46.1 µM), without a hit: at the highest dose activity change, negative = inhibition, most hits filed as inhibitors; note: potency is the fitted concentration of half-maximal effect; % is set by controls: 0 for no effect and ±100 for the full control effect; nearly all actives have a fitted effect of over 60% in size
#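 Inducible Q103 Huntingtin exon 1–GFP PC12 line, 1500 cells/well in phenol red free DMEM with 5% equine and 5% calf serum. Tebufenozide 100 nM induced expression; compounds titrated; aggregates quantified by cytometry.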
# Epigenetic derep: derepresses silenced GFP reporter in murine cells | murine LDR cells, GFP reporter derepression, 30 h | Potency, µM (highest dose often 53.9 µM), for inactives: top-dose GFP activation, actives largely listed as activators | hit rate 0.2% among 280,000; note: potency is the fitted concentration of half-maximal effect; % of control where 0% means no effect; nearly all actives have a fitted effect of over 60% in size
#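 In this reporter-derepression format, murine cells bearing a silenced integrated CMV-GFP locus incubate with test compound (30 h, 37 C), then are washed and imaged; fluorescent objects of 20–120 um count as induced cells.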
# NPSR antagonist: blocks cAMP signaling of the human neuropeptide S receptor. hit rate 1% among 220,000. Potency, µM (series often up to 38.3 µM), without a hit: at the top dose activity change, negative = inhibition, actives largely listed as inhibitors. Q6W5P4. CHO-NPSR cells, cAMP TR-FRET, antagonist mode; note: potency is the fitted concentration of half-maximal effect; % is set by controls: 0 for no effect and ±100 for the full control effect; nearly all actives have a fitted effect of over 50% in size; many of its hits are not listed in these tables
# Target sequence (Q6W5P4 whole entry, looked up): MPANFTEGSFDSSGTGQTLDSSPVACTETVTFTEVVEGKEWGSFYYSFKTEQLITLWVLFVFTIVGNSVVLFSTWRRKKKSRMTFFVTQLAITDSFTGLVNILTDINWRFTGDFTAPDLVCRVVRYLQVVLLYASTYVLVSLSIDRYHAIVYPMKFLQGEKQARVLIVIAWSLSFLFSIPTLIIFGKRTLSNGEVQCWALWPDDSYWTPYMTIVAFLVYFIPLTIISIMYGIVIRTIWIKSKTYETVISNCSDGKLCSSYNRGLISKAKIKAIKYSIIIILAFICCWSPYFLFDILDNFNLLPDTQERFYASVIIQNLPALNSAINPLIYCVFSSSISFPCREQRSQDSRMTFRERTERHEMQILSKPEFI
# An asterisk follows results filed as active; ? = inconclusive; · = not tested or not shown; [ ] = another dose, or the depositor's remark. Unless noted, calls come from the whole dose curve; as a rule, active = well fitted curve in the direction sought with a large enough effect; inconclusive = small, poorly fitted or top-dose-only effect, or another doubt; inactive = no such curve, though single readings can be large; an effect the other way counts as inactive or inconclusive.
mol,CBFb RUNX1 block,LMNA splice mod,KinaseGlo FLuc,IMPase Li cell,HTT aggregate,Epigenetic derep,NPSR antagonist
Cc1cc(C)c2c(n1)nn1c(NCCN3CCOCC3)cc(C)nc21,1%,-9%,12%,16%[38.3 µM],7%,0.0%,-3%[46.1 µM]
COC(=O)CCC(=O)OC1(C)C(=O)C2=CN(C(CO)CO)C(c3ccc(OC)cc3)=CC2=C(Br)C1=O (stereo not drawn),3%[13.1 µM],9%[9.22 µM],0%[7.66 µM],3%,-31%[9.22 µM],-1.1%,-1%
FC(F)(F)c1nc(Sc2ncccc2C(F)(F)F)n[nH]1,0%,·,·,·,-11%[9.22 µM],1.3%,-9%
CCc1ccc(OCC(O)CNC(C)(C)C)cc1 (stereo not drawn),-4%,12%,2%,2%[38.3 µM],-9%[9.22 µM],-5.5%,-9%[46.1 µM]
Cc1cccc(N(CC(=O)NCCSCc2ccccc2)S(C)(=O)=O)c1C,1%,·,·,2%,-18%,0.0%,-15%
CCC(=Nc1ccccc1)C1=C(O)CC(C)(C)CC1=O,5%,·,-3%,-8%,18%,-1.1%,21%
CC(c1nnc(SCC(=O)Nc2ccc3[nH]c(=O)[nH]c3c2)n1Cc1ccccc1)N(C)C (stereo not drawn),-9%,1%,-6%,-5%[38.3 µM],6%,0.5%,4%[46.1 µM]
Cc1cccc(OCCOC(=O)C2CCN(S(=O)(=O)c3cccs3)CC2)c1,-1%,1%,-1%,4%[38.3 µM],7%,-4.6%,-23%[46.1 µM]
O=C(NCCCN1CCOCC1)c1ccc(NC(=O)C2COc3ccccc3O2)cc1 (stereo not drawn),8%,·,-3%,13%,-8%[9.22 µM],0.0%,25%
CCOc1cc(S(=O)(=O)N2CCCCC2)ccc1F,7%,-9%,-5%,21%[38.3 µM],-6%,1.6%,-11%[46.1 µM]
COc1ccc(Nc2nc3c(C)cccc3cc2C#N)cc1,?,7%[46 µM],-2%,-3%,-10%[9.22 µM],?,-1%
O=c1c2cnn(-c3ccccc3Cl)c2ncn1Cc1cccnc1,4%,-1%,-3%,4%[38.3 µM],-10%,0.7%,3%[46.1 µM]
COc1cccc(-n2nnnc2SCC(=O)Nc2cccc(C)n2)c1,2%,13%,-2%,3%[38.3 µM],2%,2.5%,-17%[46.1 µM]
COC(=O)CN1C(=O)Nc2ccc(C)cc2C1c1ccccc1 (stereo not drawn),4%,·,-3%,20%,8%[9.22 µM],2.9%,-1%
CCOC(=O)CSc1nc2cc3c(cc2cc1CC)OCCO3,0%,-11%,5%,10%,7%,0.8%,-12%[46.1 µM]
O=C(c1ccc(Cn2c(=O)[nH]c3ccccc3c2=O)cc1)N1CCN(c2ccccn2)CC1,3%,-6%,4%,2%,0%,-1.0%,-2%
Cc1cc(O)c(/C=N/Nc2ccccc2Cl)c(=O)o1,-1%,13%,-2%,38%[activator][38.3 µM],13%,-1.1%,-13%[46.1 µM]
CC(=O)N1CCc2cc(Br)cc(S(=O)(=O)N3CCc4ccccc43)c21,-4%,·,·,1%,0%,1.1%,-27%
O=C1N(Cc2ccc(F)cc2)CCN1c1ccc(F)cc1,8%,·,-1%,10%,12%,-3.6%,19%
Cc1cc(SCC(=O)Nc2cccnc2Cl)nc2ccccc12,2%,?,2%,-6%,5%,15%,?
c1ccc2c(-c3nc4ncccc4o3)cccc2c1,11%,7%,0%,-19%[38.3 µM],10%,-0.9%,-1%[46.1 µM]
CSc1nc(-c2ccc(Cl)cc2)nn1C(=O)c1ccccc1,4%,-13%,·,·,17%,-0.9%,?
CCCCn1c(SCC(=O)NCCOC)nc2ccc(N3CCOCC3)cc2c1=O,-2%,5%,-5%,-10%[38.3 µM],-11%,0.0%,-5%[46.1 µM]
Cc1ccc(-c2nnc(SCC(=O)Nc3cccc(C(=O)N4CCOCC4)c3)n2C)cc1,-1%,7%,0%,-1%,5%,-2.4%,16%
Cc1cc(C(=O)CCl)c(C)n1CCc1ccccc1,-24%,?,2%,30%[activator],-23%,12%,-56%
O=C(COc1ccccc1[N+](=O)[O-])Nc1ccc(CN2CCOCC2)cc1,8%,·,2%,16%,8%,-0.2%,-10%
Cn1cc([N+](=O)[O-])c(C(=O)NNC(=O)c2ccc([N+](=O)[O-])cc2Cl)n1,-1%,-17%[46 µM],-3%,-2%,13%,2.5%,8%
CN1C(=O)N(C)C2(c3ccccc3)Nn3c(s/c(=C/c4ccco4)c3=O)=NC12c1ccccc1 (stereo not drawn),-9%,9%,-1%,24%[38.3 µM],?,0.0%,?
CCOC(=O)C(=NCCCN(C)C)NNc1cc(C(F)(F)F)ccc1Cl,-8%,-15%[46 µM],0%,20%,13%,0.0%,-18%
O=C(Nc1ccccc1)Nc1ccc(Br)c(Cl)c1,9%,?,1%,14%,?,-0.9%,-25%

# Whole records, looked up by structure. Values in the order: CBFb RUNX1 block | LMNA splice mod | KinaseGlo FLuc | IMPase Li cell | HTT aggregate | Epigenetic derep | NPSR antagonist
# Shown for c1ccc2c(-c3nc4ncccc4o3)cccc2c1 = 11% | 7% | 0% | -19%[38.3 µM] | 10% | -0.9% | -1%[46.1 µM]
# Shown for COC(=O)CN1C(=O)Nc2ccc(C)cc2C1c1ccccc1 (stereo not drawn) = 4% | · | -3% | 20% | 8%[9.22 µM] | 2.9% | -1%
# Shown for FC(F)(F)c1nc(Sc2ncccc2C(F)(F)F)n[nH]1 = 0% | · | · | · | -11%[9.22 µM] | 1.3% | -9%

# The main list resumes, repeating the five entries before the break.
mol,CBFb RUNX1 block,LMNA splice mod,KinaseGlo FLuc,IMPase Li cell,HTT aggregate,Epigenetic derep,NPSR antagonist
O=C(COc1ccccc1[N+](=O)[O-])Nc1ccc(CN2CCOCC2)cc1,8%,·,2%,16%,8%,-0.2%,-10%
Cn1cc([N+](=O)[O-])c(C(=O)NNC(=O)c2ccc([N+](=O)[O-])cc2Cl)n1,-1%,-17%[46 µM],-3%,-2%,13%,2.5%,8%
CN1C(=O)N(C)C2(c3ccccc3)Nn3c(s/c(=C/c4ccco4)c3=O)=NC12c1ccccc1 (stereo not drawn),-9%,9%,-1%,24%[38.3 µM],?,0.0%,?
CCOC(=O)C(=NCCCN(C)C)NNc1cc(C(F)(F)F)ccc1Cl,-8%,-15%[46 µM],0%,20%,13%,0.0%,-18%
O=C(Nc1ccccc1)Nc1ccc(Br)c(Cl)c1,9%,?,1%,14%,?,-0.9%,-25%
O=C(CSC1CC(=O)N(c2ccc(C(=O)O)cc2)C1=O)Nc1ccc2ccccc2c1 (stereo not drawn),2%,6%[46 µM],-1%,7%,13%[9.22 µM],13%,-10%
COc1cc(OC)c(C2=NOC(C(=O)NCc3cccs3)C2)cc1Cl (stereo not drawn),3%,7%[46 µM],3%,17%,-16%,2.3%,-10%
COC(=O)c1ccc(CSc2nc3ccc(C)cc3[nH]2)o1,-5%,-1%,-1%,23%[38.3 µM],1%,-0.7%,7%[46.1 µM]
CC(=O)c1cccc(NC(=S)NC(=O)c2ccccc2Cl)c1,2%,-4%,-2%,7%,12%,0.0%,3%
CC(=O)N1CCc2cc(S(=O)(=O)NC(Cc3ccccc3)C(=O)NCCN3CCCCC3C)ccc21 (stereo not drawn),2%,-10%[46 µM],10%,9%,19%,1.1%,-21%
CCN(C(=O)CSc1cc(C)c2ccc(OC)cc2n1)C1CCS(=O)(=O)C1 (stereo not drawn),10%,·,·,·,13%[9.22 µM],1.1%,-6%
O=C(Nc1ccc(Oc2ccc3c(c2)C(=O)N(c2ccc(O)cc2)C3=O)cc1)c1cccs1,-6%,-5%,0%,8%,-12%,1.0%,-5%
CC(=O)N(C)C1(c2nnnn2CCOC(=O)Nc2ccc(Cl)cc2)CCCCC1,8%,13%,-1%,23%[38.3 µM],-6%,-1.0%,-7%[46.1 µM]
CC(C)(C)C(=O)N/C(N)=N/c1nc2ccccc2o1,3%,·,·,·,-2%[9.22 µM],1.1%,3%[7.67 µM]
COCCNC(=O)/C(C#N)=C/C=C/c1ccccc1[N+](=O)[O-],3%,-26%[46 µM],3%,5%,-10%[9.22 µM],?,-55%
CCN(CC)c1ccc(NC(=O)c2ccc(Cl)nc2)cc1,-15%,?,·,·,8%,4.1%,-19%[46.1 µM]
O=C(CN1C(=O)C2CC=CCC2C1=O)NCC(=O)Nc1ccc(F)c(F)c1F (stereo not drawn),-8%,-4%[46 µM],1%,-5%,-7%,0.0%,24%
COc1cccc(CNC(=O)c2nnn(CC(=O)Nc3ccc4c(c3)OCO4)c2N)c1,-3%,17%[46 µM],2%,4%,14%,-2.0%,-7%
O=[N+]([O-])c1ccc2[nH]nc(-c3ccccc3)c2c1,-2%,3%,0%,5%,-9%,-0.9%,3%
CCOc1ccc(-c2noc(-c3cccnc3)n2)cc1OCC,5%,·,·,·,-15%[9.22 µM],0.0%,12%
O=C(NCCOC12CC3CC(CC(C3)C1)C2)c1cccc(Br)c1,0%,16%,-1%,-14%[38.3 µM],-19%,-1.2%,-22%[46.1 µM]
C/C(=N\NC(=O)c1cccc(S(=O)(=O)Nc2ccccc2Cl)c1)c1ccc(-n2ccnc2)cc1,0%,7%,-3%,40%[activator][38.3 µM],-14%,-2.0%,-25%[46.1 µM]
Cc1cc(C(=O)NCc2ccccc2)no1,2%,5%,2%,-4%[38.3 µM],-10%,-0.4%,0%[46.1 µM]
O=C(CN1CCN(c2ncccn2)CC1)N1CCc2ccccc21,5%,-4%,1%,7%,-15%,0.0%,3%[46.1 µM]
Cc1ccc(-c2ccc(CCC(=O)O)n2CC(=O)O)cc1,3%,5%,11%,-3%[38.3 µM],18%,6.4%,-3%[46.1 µM]
Cc1ccc(C(=O)Nc2ccon2)cc1S(=O)(=O)N1CCCCCC1,-1%,-2%,2%,29%[38.3 µM],0%[9.22 µM],-2.6%,2%[46.1 µM]
O=C(N/N=C/c1ccco1)c1ccncc1,2%,7%,-5%,-10%[38.3 µM],1%,2.2%,-10%[46.1 µM]

# These rows are one share of the data; count on the stated rates, not on these rows.
